Screening results as filed in PubChem BioAssay.
GAA glycogen = qHTS Assay for Inhibitors and Activators of Human alpha-Glucosidase Cleavage of Glycogen; AID 2100, 2009; Lysosomal alpha-glucosidase (Homo sapiens), P10253; 0.38% of 300,000 active; recombinant GAA, glycogen substrate, Amplex Red glucose oxidase fluorescence; Potency, µM (highest dose often 76.4 µM), for the others: top-dose activity change, negative = inhibition, actives largely listed as inhibitors; active means well fitted inhibition curve with a large enough effect;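 further: 0% = full enzyme reaction and -100% = no-enzyme basal signal; the screen sought inhibitors and activators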
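qHTS, 1536-well; enzyme 4 nM final; cpd up to 77 uM; substrate bovine liver glycogen 30 ug; 50 mM citrate/phosphate pH 5.0, 0.01% Tween-20; 37 C, 40 min; Amplex Red detection 45 min RT; Hill fit → AC50.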
Starred values were filed as active, the others as inactive; & = joins results of further samples; [ ] = dose if it differs, or a comment. Potency means the concentration at half of the fitted maximal effect. The list is partial; count on the stated rates, not on these rows.

smiles	GAA glycogen
CCOC(=O)N1CCN(S(=O)(=O)c2ccc(C(=O)N(CCCN(C)C)c3nc4ccc(OC)cc4s3)cc2)CC1	-5%[76.3 µM]
Cn1cc(CN2CCC(n3nccc3NC(=O)Cc3ccccc3)CC2)cn1	1%[76.3 µM]
O=C(CSc1nnc(-c2ccc(F)cc2)o1)N1CCCC1	1%
COc1ccccc1CC(NC(C)=O)C(=O)NC1CCN(C(=O)Nc2ccccc2F)CC1 (stereo not drawn)	0%
Cc1ccc(-c2nnc(SCCOc3ccccc3)o2)cc1	0%[76.3 µM]
COC(=O)c1ccc(NC(=O)Cc2coc3cc(C)ccc23)cc1	-2%[76.3 µM]
CC(=O)Nc1cccc(NC(=O)C(C)N2c3cccc4cccc(c34)S2(=O)=O)c1 (stereo not drawn)	-3%[76.3 µM]
O=C(C1CCC(CNS(=O)(=O)c2cccs2)CC1)N1CCN(c2ccc(F)cc2)CC1 (stereo not drawn)	8%
Cc1ccc(CNC(=O)c2ccc3c(c2)CCN3S(=O)(=O)c2ccccc2)cc1	-9%[76.3 µM]
COC(=O)C1CN(C(=O)c2cccc(OC(F)F)c2)c2ccccc2O1 (stereo not drawn)	-8%
CCOc1ccc2c(c1)c(=O)c(C(=O)c1ccc(CC)cc1)cn2CC(=O)Nc1ccccc1OC	13%[76.3 µM]
O=C(Cc1ccccc1)c1c[nH]c(C(=O)C(Cl)(Cl)Cl)c1	4%
COC(=O)c1cccc(N(C(=O)CNC(=O)c2cccs2)C(C(=O)NCC2CCCO2)c2ccc(OC)c(OC)c2)c1 (stereo not drawn)	1%
Cc1c(NC(=O)c2sc3ccccc3c2Cl)cccc1-c1nc2ccccc2o1	11%[76.3 µM]
CC(C)OCCCNC(=O)c1ccc(Cn2c(=O)c3cccn3c3cccnc32)cc1	0%[76.3 µM]
O=C(Nc1ccc(F)c(F)c1)C1CCN(S(=O)(=O)c2cccc3nonc23)CC1	-1%
CS(=O)(=O)c1ccc2nc(NC(=O)c3ccc(Cn4cc(Br)cn4)o3)sc2c1	-4%[76.3 µM]
COc1ccccc1S(=O)(=O)Cc1ccc(C(=O)NCC(OC)OC)o1	3%
CC(=O)Oc1ccc(N2C(=O)c3cccc4c([N+](=O)[O-])ccc(c34)C2=O)cc1	19%[76.3 µM]
O=C(COc1ccccc1)Nc1ccc2nc(SCC(=O)N3CCc4ccccc43)sc2c1	-6%[76.3 µM]
O=C(Nc1ccc(S(=O)(=O)N2CCOCC2)cc1)c1cc([N+](=O)[O-])ccc1Cl	-6%[76.3 µM]
Cc1ccc(NC(=O)Cn2nc(-c3ccco3)ccc2=O)cc1Cl	-11%[76.3 µM]
COc1cc2c(cc1NC(=O)c1ccccc1C)n(C)c(=O)n2C	4%[76.3 µM]
COc1ccc2[nH]c3c(c2c1)CCN1C(=O)N([C@@H](C)C(=O)NCCc2ccc(F)cc2)C(=O)[C@]31C	-8%[76.3 µM]
COc1ccc(CNC(=O)Cn2c(-c3ccccc3)cc(C(C)=O)c2C)cc1OC	7%[76.3 µM]
COC(CNS(=O)(=O)c1ccc(Cl)cc1)c1ccccc1 (stereo not drawn)	4%[76.3 µM]
Cc1ccc(C)c(Nc2nc3c(S(=O)(=O)c4ccc(C(C)C)cc4)nnn3c3ccsc23)c1	-14%[76.3 µM]
COc1ccc(C(C)NC(=O)C23CC4CC(CC(C4)C2)C3)cc1 (stereo not drawn)	2%[76.3 µM]
Cc1cccc(NC(=O)c2cccc(S(=O)(=O)Nc3ccccc3C(=O)O)c2)c1	-14%[76.3 µM]
O=C(COc1ccccc1[N+](=O)[O-])N(Cc1ccco1)c1ccccn1	12%[76.3 µM]
NC(=O)c1nsc(C(=O)N(Cc2cccnc2)C(C(=O)NCc2ccc(F)cc2)c2ccc(O)cc2)c1N (stereo not drawn)	1%
COc1ccc(OC)c(NC(=O)c2csc(Cl)c2OC)c1	-14%
O=C(O)c1ccc(NS(=O)(=O)c2cccc(C(=O)Nc3ccccc3[N+](=O)[O-])c2)cc1	-6%
CN(C(=O)c1cccc(C(F)(F)F)c1)C1CCCc2ccccc21 (stereo not drawn)	-12%
COc1ccc(C2=NS(=O)(=O)N(C)C(C(=O)Nc3cc(C)ccc3O)=C2)cc1OC	-12%&14%[76.3 µM]
CC(=O)Nc1ccc(-n2c(CCC(=O)O)ccc2-c2ccc(Br)cc2)cc1	12%[76.3 µM]

Next part, overlapping the part above by 2 compounds.
smiles	GAA glycogen
COc1ccc(C2=NS(=O)(=O)N(C)C(C(=O)Nc3cc(C)ccc3O)=C2)cc1OC	-12%&14%[76.3 µM]
CC(=O)Nc1ccc(-n2c(CCC(=O)O)ccc2-c2ccc(Br)cc2)cc1	12%[76.3 µM]
COc1ccc(CC(=O)O/N=C(\N)c2ccccc2)cc1OC	3%
COc1ccccc1N1CCN(c2cc(C)nc3nc(-c4ccc(Cl)cc4)nn23)CC1	17%[76.3 µM]
COc1cccc(CNC(=O)[C@H](CCSC)NC(=O)N2CCn3c2nc2ccccc23)c1	-6%[76.3 µM]
Cc1ccc(S(=O)(=O)N2CCc3cc(C(=O)N(C)Cc4ccccc4)ccc32)cc1	-4%[76.3 µM]
O=C(NCc1ccc(Cl)cc1)C1CCCN1C(=O)Nc1ccccc1 (stereo not drawn)	0%[76.3 µM]
CCOc1cc(C(C(=O)NCC2CCCO2)N(C(=O)Cn2nnc3ccccc32)c2ccccc2C)ccc1O (stereo not drawn)	-1%
O=C(Cn1cnc2c(oc3ccccc32)c1=O)Nc1ccc(OC(F)(F)F)cc1	10%[76.3 µM]
CCCN1CCN(CC(=O)Nc2cc(OCC)ccc2OCC)CC1	-2%
Cc1ccc(NC(=O)Cn2c(=O)n(Cc3ccc4c(c3)OCO4)c(=O)c3ccccc32)c(C)c1	-10%[76.3 µM]
CC(=O)Nc1ccc(NC(=S)NC(=O)/C=C/c2ccco2)cc1	-13%[76.3 µM]
CCn1cc(C(=O)NCCc2ccccc2)c(=O)c2cc(S(=O)(=O)N3CCc4ccccc4C3)ccc21	-9%[76.3 µM]
O=C(NC1CCCC1)C(c1ccncc1)N(C(=O)c1csnn1)c1ccc(F)cc1 (stereo not drawn)	5%

Reformatted: results already given
GAA glycogen,mol
0%[76.3 µM],O=C(NCc1ccc(Cl)cc1)C1CCCN1C(=O)Nc1ccccc1 (stereo not drawn)
5%,O=C(NC1CCCC1)C(c1ccncc1)N(C(=O)c1csnn1)c1ccc(F)cc1 (stereo not drawn)
-13%[76.3 µM],CC(=O)Nc1ccc(NC(=S)NC(=O)/C=C/c2ccco2)cc1

Next results:
smiles	GAA glycogen
CCc1ccccc1NC(=O)CC1Sc2ccc(C(F)(F)F)cc2NC1=O (stereo not drawn)	13%[76.3 µM]
Cc1ccc(CNC(=O)C2CCCN(c3nn4cc(-c5ccc(C)cc5)nc4s3)C2)cc1 (stereo not drawn)	-7%[76.3 µM]
CCOc1ccc(S(=O)(=O)N2CCC(C(=O)N3CCOCC3)CC2)cc1Cl	-8%
O=C(Nc1ccc(F)cc1)C1CCCN(S(=O)(=O)c2ccc(-n3cnnn3)cc2)C1 (stereo not drawn)	-23%
O=C(NCCN1CCOCC1)C(=O)NCC1OCCCN1S(=O)(=O)c1cc(F)ccc1F (stereo not drawn)	0%[76.3 µM]
CCOC(=O)C1CCCN(C(=O)c2ccc3nc(-c4cccc(OC)c4)oc3c2)C1 (stereo not drawn)	-2%[76.3 µM]
Cc1ccc2nc(N3CCN(C(=O)c4ccc(F)cc4)CC3)c(C#N)cc2c1	-15%[76.3 µM]
Cc1ccc(CNC(=O)CNS(=O)(=O)c2ccc(Br)s2)cc1	-4%
COc1cccc(-c2cc(C(=O)Nc3ccc(OC)cc3OC)no2)c1	10%[76.3 µM]
CC(=O)Nc1cccc(NC(=O)CSc2nccn2Cc2ccccc2)c1	-14%[76.3 µM]
CCOc1ccc(NC(=O)Cn2cc(C(=O)c3ccc(C)cc3)c(=O)c3cc4c(cc32)OCO4)cc1	1%[76.3 µM]
COCC(=O)N1CCC(Oc2ccc(C(=O)NC(C)c3csc(C)n3)cc2)CC1 (stereo not drawn)	-7%[76.3 µM]
COc1cc(/C=C(\C#N)C(=O)Nc2cccc(C(=O)O)c2)ccc1OCc1ccc(F)cc1	4%
Cc1ccc(S(=O)(=O)Nc2cc3c(cc2Cl)n(C)c(=O)c(=O)n3C)cc1	-8%[76.3 µM]
Cc1ccc(CNC(=O)C2CCN(S(=O)(=O)c3cccc4nonc34)CC2)cc1	-3%
COc1ccc(-c2cc(=O)oc3cc(OCC(=O)N(C)C)ccc23)cc1	-2%[76.3 µM]
COc1ccc(-c2cnc(N)nc2-c2ccc(OC)cc2)cc1	-3%
COc1cc(C(=O)OCC(=O)N2CC(C)OC(C)C2)cc(OC)c1OC (stereo not drawn)	1%
CCc1nonc1NC(=O)c1oc2ccccc2c1C	5%[76.3 µM]
COC(=O)c1ccc(SCC(=O)NCc2ccccc2)c([N+](=O)[O-])c1	0%
Cc1ccc(CNC(=O)CN2CCN(c3ccc(F)cc3)CC2)cc1	5%[76.3 µM]
CCC(C)NC(=O)CSc1n[nH]c(=O)n1CCc1ccccc1 (stereo not drawn)	10%
CCCN(C(=O)Cn1c(=O)oc2cc(Cl)ccc21)c1ccc(C(C)C)cc1	8%[76.3 µM]
Cc1cccc(NC(=O)Cc2csc(COc3cccc(C)c3)n2)c1	4%[76.3 µM]
Cc1ccc(C)c(NC(=O)C2CC(=O)N(C3CCCCC3)C2)c1 (stereo not drawn)	0%
Cc1c(C(=O)NCc2nnc(-c3ccccc3)o2)oc2c(F)cccc12	-3%[76.3 µM]
Cc1ccccc1OCC(=O)N/N=C/c1cccc2cccnc12	-7%[76.3 µM]
COc1cc(NC(=O)CC(C)S(=O)(=O)c2ccc3c(c2)NC(=O)CO3)cc(OC)c1OC (stereo not drawn)	-12%[76.3 µM]
N#Cc1ccc(NC(=O)COCc2cc(-c3ccco3)on2)cc1	-8%[76.3 µM]
Cc1nc2c(c(SCC(=O)Nc3ccccc3C(F)(F)F)n1)CCC2	16%[76.3 µM]
COc1ccc(C(=O)c2c(C)oc3ccc(O)cc23)cc1	7%
COc1ccc(S(=O)(=O)NCC(=O)N(CC(=O)NCC2CCCO2)Cc2ccccc2)cc1 (stereo not drawn)	-3%
CC1CCCCN1S(=O)(=O)c1ccc(C(=O)N(CCCN(C)C)c2nc3cc4c(cc3s2)OCO4)cc1 (stereo not drawn)	3%[76.3 µM]
Cc1ccc(NC(=O)c2cccc3c(=O)c4c([nH]c23)CCCC4)c(C)c1	-5%[76.3 µM]
Cc1nc2c(-c3ccccc3)c(C)nn2c(C)c1CCC(=O)NCCc1ccccc1	-3%[76.3 µM]
O=C(NCCc1ccccc1)c1cccc(N2CCCC2=O)c1	-8%[76.3 µM]
Cc1cccc(-c2nc3ccccc3c(=O)[nH]2)c1	2%
CCc1ccc(S(=O)(=O)Nc2ccc(Br)cn2)cc1	-8%[76.3 µM]
Cc1cccc(NC(=O)CN2C(=O)CSc3ccc(S(=O)(=O)N4CCCC4)cc32)c1C	18%[76.3 µM]
O=C(N/N=C/c1cc(Br)c(O)c(Br)c1)C1CC1	-12%
COc1ccc(N2Cc3ccc(OC)c(OC)c3C2=O)cc1	-3%
COc1cc(/C=C/c2nc3ccccc3c(=O)[nH]2)cc(Cl)c1O	9%[76.3 µM]
Cc1ccc2nc(-c3ccc(NC(=O)C(F)(F)F)cc3)sc2c1	0%[76.3 µM]
Cc1ccc(S(=O)(=O)N2CCOC2CNC(=O)C(=O)NCCN(C)C)cc1 (stereo not drawn)	3%[76.3 µM]
O=C(Cc1ccccc1)Nc1ccc(NC(=O)c2ccccc2)c(Cl)c1	8%[76.3 µM]
CC(=O)c1ccc(NC(=O)CCc2c(C)nc3c(c2C)c(=O)n(C)c(=O)n3C)cc1	-7%[76.3 µM]
COc1cc(C(=S)N2CCOCC2)ccc1OC(=O)c1cc(OC)c(OC)c(OC)c1	0%
CCOc1cccc(C2CC(=O)Nc3cc4c(cc32)OCCO4)c1 (stereo not drawn)	11%[76.3 µM]

Entries shown so far with an aryl thioether with sulfur outside any ring, in the order listed:
smiles	GAA glycogen
O=C(CSc1nnc(-c2ccc(F)cc2)o1)N1CCCC1	1%
Cc1ccc(-c2nnc(SCCOc3ccccc3)o2)cc1	0%[76.3 µM]
O=C(COc1ccccc1)Nc1ccc2nc(SCC(=O)N3CCc4ccccc43)sc2c1	-6%[76.3 µM]
CC(=O)Nc1cccc(NC(=O)CSc2nccn2Cc2ccccc2)c1	-14%[76.3 µM]
COC(=O)c1ccc(SCC(=O)NCc2ccccc2)c([N+](=O)[O-])c1	0%
CCC(C)NC(=O)CSc1n[nH]c(=O)n1CCc1ccccc1 (stereo not drawn)	10%
Cc1nc2c(c(SCC(=O)Nc3ccccc3C(F)(F)F)n1)CCC2	16%[76.3 µM]

Other records.
smiles	GAA glycogen
COc1cccc(CNC(=O)N2CCN(c3ccccc3Cl)CC2)c1	-11%
O=C1CNC(=S)N1Cc1ccc(Cl)cc1	-6%
CCOc1ccccc1N(CC(=O)NC1CCCCC1)S(=O)(=O)c1ccccc1	7%
COc1cc(C2Oc3nc(SC)nnc3-c3ccccc3N2C(C)=O)cc(Cl)c1OC (stereo not drawn)	-2%[76.3 µM]
